Source: PubChem BioAssay (Broad Institute)
RAD54 branch = RAD54 (human) branch migration inhibition. RAD54 Holliday junction branch migration, FAM/BHQ fluorescence. actives 0.14% (n = 360,000). AID 602329. inhibition, % at 10.4 µM;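 active = mean normalized replicate activity at least 40 and at least half of replicates scoring 40 or more; inconclusive = only one of the two criteria met; inactive = mean below 40 and under half of replicates reaching 40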;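 note: 0% = median of neutral control wells and 100% = median of positive control wells; inhibitors cause a drop in the FAM fluorescence signal; in these data hits start at about 50%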
Target sequence (Q92698 whole entry, looked up): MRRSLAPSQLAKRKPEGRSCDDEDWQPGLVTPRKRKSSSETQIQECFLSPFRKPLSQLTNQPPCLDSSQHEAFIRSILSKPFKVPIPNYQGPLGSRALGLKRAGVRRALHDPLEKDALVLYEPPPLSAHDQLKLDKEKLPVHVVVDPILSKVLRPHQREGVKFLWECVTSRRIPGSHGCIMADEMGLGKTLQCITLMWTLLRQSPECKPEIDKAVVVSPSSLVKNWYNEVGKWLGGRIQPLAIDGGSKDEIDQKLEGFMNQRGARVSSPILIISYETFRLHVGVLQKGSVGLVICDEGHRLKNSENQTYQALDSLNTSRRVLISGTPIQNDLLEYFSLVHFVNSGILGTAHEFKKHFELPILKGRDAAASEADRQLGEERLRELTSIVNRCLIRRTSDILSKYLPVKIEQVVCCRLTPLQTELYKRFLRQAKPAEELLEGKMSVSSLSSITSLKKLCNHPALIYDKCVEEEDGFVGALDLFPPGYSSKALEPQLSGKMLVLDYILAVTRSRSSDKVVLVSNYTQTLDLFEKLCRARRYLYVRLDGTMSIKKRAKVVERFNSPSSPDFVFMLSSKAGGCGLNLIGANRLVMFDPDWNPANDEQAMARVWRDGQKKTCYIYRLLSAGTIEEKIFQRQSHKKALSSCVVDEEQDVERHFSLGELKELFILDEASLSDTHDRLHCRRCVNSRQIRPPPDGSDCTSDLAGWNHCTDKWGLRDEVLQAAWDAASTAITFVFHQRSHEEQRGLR
esBAF inh = SWI/SNF esBAF complex inhibition. actives 2% (n = 350,000). mouse ES cells, Bmi1-luciferase knock-in reporter, 24 h; 100% = twice the neutral-well signal. reporter increase, % at 12.5 µM; in the data active = activation above about 40%; inconclusive = no clear call, values can overlap the other calls;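 note: 0% = median of the plate's neutral control wells and 100% = double that signal; a rise in the Bmi1 reporter signal indicates esBAF inhibition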
Active calls of the source: *; ? = inconclusive. Not all compounds are listed; count on the stated rates, not on these rows.

canonical_smiles | RAD54 branch | esBAF inh
CCOC(=O)c1cnn(-c2ccccc2)c1NC(=O)c1ccccc1 | 2 | -6
CCCCNC(=S)NNC(=O)c1ccoc1C | 9 | 0
Cc1cc(C)n(CC(O)Cn2c3ccccc3c3ccccc32)c(=O)n1 (centres undefined) | 1 | 3
Cc1ccc(C(=O)COC(=O)CNC(=O)Cc2ccccc2)cc1[N+](=O)[O-] | -7 | 6
O=C(O)CSc1nnc(Cn2c(=O)sc3ccccc32)n1-c1cccc(Cl)c1 | -12 | -5
O=C(Nc1ccc(Cl)cc1)c1nc[nH]c1C(=O)NCCN(CCNC(=O)c1[nH]cnc1C(=O)Nc1ccc(Cl)cc1)CCNC(=O)c1[nH]cnc1C(=O)Nc1ccc(Cl)cc1 | -10 | -24
CCSc1ncc(/C=N/Nc2ccccc2)n1C | -9 | 26
Cc1ccc(C)c(CN2C(=O)C(C)Oc3ccc(C)cc32)c1 (centres undefined) | -5 | -1
Cc1ccccc1NC(=O)C1CC(=O)N(c2ccccc2F)C1 (centres undefined) | 3 | -4
CC1=NC2(CCCc3c2no[n+]3[O-])N(O)C1(C)C (centres undefined) | -3 | -4
CCCC1CCC(C(=O)Nn2cnc3ccccc3c2=O)CC1 (centres undefined) | 9 | 5
O=C(COC(=O)c1c2ccccc2cc2ccccc12)Nc1ncc(C(F)(F)F)cc1Cl | -6 | -8
O=C(Nc1nc(-c2ccc(S(=O)(=O)N3CCCC3)cc2)cs1)C1COc2ccccc2O1 (centres undefined) | 5 | -10
COc1c(N)c2ccccc2[nH]c1=O | -3 | -8
COc1cc(C(c2c(C)[nH][nH]c2=O)c2c(C)[nH][nH]c2=O)ccc1OCc1ccc([N+](=O)[O-])cc1 | 3 | -11

Another view of 2 compounds above:
Each structure is followed by: RAD54 branch, esBAF inh
- Cc1cc(C)n(CC(O)Cn2c3ccccc3c3ccccc32)c(=O)n1 (centres undefined)
  1, 3
- O=C(Nc1ccc(Cl)cc1)c1nc[nH]c1C(=O)NCCN(CCNC(=O)c1[nH]cnc1C(=O)Nc1ccc(Cl)cc1)CCNC(=O)c1[nH]cnc1C(=O)Nc1ccc(Cl)cc1
  -10, -24

Next records
canonical_smiles | RAD54 branch | esBAF inh
Cc1ccc(C(=O)NCC(=O)NCC(=O)OCC(=O)c2ccc([N+](=O)[O-])cc2)cc1 | 7 | -5
Cc1cc2c(cc1C)CSC(c1ccccc1OC(=O)C(C)(C)C)SC2 | -4 | 14
CCCC(=O)N(Cc1cc2cc(C)ccc2[nH]c1=O)c1ccccc1OC | -2 | 6
CC(=O)Nc1ccc(S(=O)(=O)N2CCN(S(=O)(=O)N3CCCCCC3)CC2)cc1 | 0 | -11
COC(=O)C(CCCCNC(=O)OCc1ccccc1)NC(=O)CN (centres undefined) | 0 | 2
COc1ccccc1CCNC(=O)c1cnccn1 | 2 | 21
CCCN(CCC)S(=O)(=O)c1ccc(C(=O)N2CCC(=O)c3ccccc32)cc1 | 2 | 7
CCC(=O)N1CCN(c2ccccc2NC(=O)c2ccc(OC)c(Cl)c2)CC1 | -1 | -3
CCc1nnc(SCc2cn3c(C)cc(C)nc3n2)n1N | -1 | 0
Cc1ccc(S(=O)(=O)NCCC2(C(C)C)CCOC(C)(C)C2)cc1 (centres undefined) | -5 | 6
Cc1ccc(Cn2c(C(=O)NCCCN3CCOCC3)cc3sccc32)cc1 | 7 | 1
O=C(Cn1cnc([N+](=O)[O-])n1)NCc1ccccc1 | -2 | -10
CC(C)Sc1nnc(Nc2ccccc2)s1 | -4 | 43*
Cc1ccc(CN/C=C/C(=O)c2ccc(Br)cc2)cc1 | -20 | 28
O=C(Cc1csc(Nc2nc(=S)[nH]c3ccccc23)n1)NCc1ccccc1Cl | 2 | -3
N#Cc1ccc(OCCN2C(=O)NC3(CCSC3)C2=O)cc1 (centres undefined) | 0 | -7
O=C1C2C3c4ccccc4C(c4ccccc43)C2c2nc3ccccc3n21 (centres undefined) | -6 | -4
CCCn1c(SCc2ccccn2)nc2c1c(=O)n(C)c(=O)n2C | 3 | -3
COc1cc(-c2noc(-c3ccco3)n2)cc(OC)c1OC | -7 | 35
COc1ccc(C(=O)N2CCN(C(=O)c3ccco3)CC2)cc1 | -4 | -17
Cc1cccc(NC(=S)N2CCC(N(C)CC3CCCO3)CC2)c1C (centres undefined) | 0 | 1
O=C1C(C=NCc2ccncc2)=C(O)c2ccccc21 | 0 | 1
COc1ccc(NC(=O)C2CCC(=O)N2)cc1 (centres undefined) | 4 | -4
CCOCCCNC(=O)c1c(C)[nH]c(C(=O)OCC)c1C | -5 | -1
COC(=O)c1ccc(CSc2nc3ccccc3c(=O)n2-c2ccc(OC)c(OC)c2)o1 | -4 | -4
c1ccc(-c2csc3ncnc(-n4cnc5ccccc54)c23)cc1 | 0 | -14
CC(C)NC(=O)CC(=O)N/N=C/c1ccccc1F | -11 | -13
COc1ccc(NC(=O)c2cccc3c2C(=O)N(CC2CCCO2)C3)cc1OC (centres undefined) | -2 | -7
O=S(=O)(Nc1ccc2c(c1)OCCO2)c1cnc[nH]1 | 1 | -15
Cc1c(C)[n+](=O)c(-c2cccs2)c(C)n1[O-] | 5 | -2
O=S(=O)(c1ccc2ccccc2c1)N1CCN(C2CCN(Cc3ccccc3)CC2)CC1 | 6 | 1
CCOCc1cnc(C)nc1NCC(=O)c1c(C)[nH]c2ccccc12 | 3 | 3
CN1CCN(CCCNC(=O)c2cn(C3CCCCC3)c(=O)c3c2c2ccccc2n3C)CC1 | 3 | -1
NS(=O)(=O)c1ccc(NC(=O)CSc2nnc(Cc3cccs3)n2-c2ccccc2)cc1 | 8 | 4
OCCN(Cc1ccccc1)CC1CC=CCC1 (centres undefined) | 3 | -3
CC(=O)Nc1c(O)[nH]c2ccccc12 | -7 | -7
O=C(COc1ccccc1O)N1CCN(C(=O)c2ccco2)CC1 | -2 | -3
O=C1C2C3C=CC(C3)C2C(=O)N1c1cccc(N2C(=O)C3C4C=CC(C4)C3C2=O)n1 (centres undefined) | -3 | 3
O=C1N2CCSC2=NC1(Nc1nccs1)C(F)(F)F (centres undefined) | 7 | 0
COc1ccc(C(=O)Nc2ccc(NC(=O)c3ccco3)c(Cl)c2)cc1OC | 7 | 4
O=C(Nc1ccc(Cl)c(Cl)c1)OCc1cnc(Cl)s1 | 2 | -4
Cc1nn(CC(=O)NCCCc2ccccc2)c(=O)c2cccn12 | 8 | 0
CCOC(=O)c1c(NC(=O)CSc2nnc(Cc3ccccc3)o2)sc(C)c1C | 1 | -13
Cn1c(=O)n(C)c2cc(NS(=O)(=O)c3ccc4c(c3)CCCC4)ccc21 | 0 | -5
Cc1cccc(C(=O)Nc2oc(-c3ccccc3)cc2C#N)c1 | 3 | 5
C#CCOCCOCCOCCNc1nc(N2CCN(C(=O)[C@H](Cc3ccc(O)cc3)n3cc(C(N)CC(C)C)nn3)CC2)nc(N2CCN(C(=O)[C@H](CCC(=O)O)n3cc(C(N)[C@H](C)CC)nn3)CC2)n1 (some centres undefined) | 1 | 0
O=S(=O)(c1ccc(S(=O)(=O)N2CCN3CCCC3C2)cc1)N1CCCC1 (centres undefined) | 1 | -3
Nc1nc(SCC(=O)NCCC(c2ccccc2)c2ccccc2)n[nH]1 | 11 | -3
CCOc1ccc(-n2cnnn2)cc1S(=O)(=O)NCCc1ccc(OC)c(OC)c1 | 7 | -3
N#CC1(c2ccc(NC(=O)c3ccccc3)cc2)CCCC1 | 3 | 19
CC(=O)Nc1ccc(S(=O)(=O)NNC(=O)COc2cc(C)ccc2C(C)C)cc1 | 12 | -1
O=C1CC(N2CCN(c3ccc(F)cc3)CC2)C(=O)N1Cc1cccs1 (centres undefined) | -11 | 9
COc1ccc(CCNC(=O)CCN2C(=O)COc3ccc(C)cc32)cc1OC | 7 | -9
Cc1ccc(NC2OC(CO)C(O)C(O)C2O)cc1 (centres undefined) | -12 | -3
CC(=O)c1sc(NC(=O)C(C)C)nc1C | -4 | -5
O=C(O)Cc1ccc(-c2ccccc2-c2ccccc2)cc1 | -3 | 4
O=C(C1=C(O)C(=O)N(CCN2CCOCC2)C1c1ccc([N+](=O)[O-])cc1)c1cccs1 (centres undefined) | -13 | 6
C[C@H]1[C@H](C)CC[C@]2(C(=O)O)CC[C@]3(C)C(=CC[C@@H]4[C@@]5(C)C[C@@H](O)[C@H](O)C(C)(C)[C@@H]5CC[C@]43C)[C@H]12 | 1 | -1
CCN(CC)CP(=O)(c1ccccc1)c1ccccc1 | -8 | -8
CCOC(=O)N1CCN(C(=O)c2cccn3c(=O)c4cc(Cl)ccc4nc23)CC1 | -14 | -11

(continued)
canonical_smiles | RAD54 branch | esBAF inh
Cc1cc(C)cc(-n2ccnc2SCC(=O)Nc2ccc3c(c2)OCCO3)c1 | -2 | 2
CCOc1cccc(/C(O)=C2/C(=O)C(=O)N(CCOC)C2c2ccc(C)o2)c1 (centres undefined) | -1 | -6
Cc1noc(NS(=O)(=O)c2ccc(NC(=O)C34CCC(CC3)C4)cc2)c1C | 4 | -6
CN1/C(=c2/s/c(=C3/C(=O)N(c4ccccc4)NC3=Nc3ccccc3)n(C)c2=O)C(C)(C)c2ccccc21 | 1 | 5
COc1ccccc1C(c1nnnn1Cc1ccccc1)N1CCC(C(N)=O)CC1 (centres undefined) | 8 | 1
COc1ccc2c(c1OC)C(=O)N1c3ccccc3COC21 (centres undefined) | 0 | 34
C=CCN1C(=O)/C(=C\c2ccc(C)cc2)N=C1SCC(=O)NCCC | -11 | 15
O=S1(=O)CC(O)C(N2CCCCC2)C1 (centres undefined) | 2 | -5
Cc1cc(F)c(F)c(C(=O)NC2CC2)c1Cl | -7 | -6
N#Cc1c(N)nc2c(c1-c1ccc3c(c1)OCO3)CCCCCC2 | 5 | 2
Cc1ccc(OCc2nnc(SCC(=O)C(C)(C)C)n2Cc2ccco2)cc1 | -1 | -7
Cc1ccccc1C(=NC(=O)c1ccccc1)c1ccccc1 | -5 | -2
CC(C(=O)N1CCCCC1)n1ncn2cccc2c1=O (centres undefined) | 3 | 0
CC(=O)n1cc([C@H]2C=C(C(=O)Nc3ccccc3)O[C@@H](OCc3ccc(CO)cc3)C2)c2ccccc21 | -4 | -3
Cc1ccc(OCC(=O)Nc2ccc([N+](=O)[O-])cn2)cc1C | 6 | 1
Cc1ccc(NC(=O)CC2COc3ccccc3O2)cc1 (centres undefined) | 7 | 17
O=C(Cn1cccc1)NC1CCCCCC1 | 4 | 0
CCc1ccc(Nc2nnc(SCn3nnc4ccccc4c3=O)s2)cc1 | 13 | 5
Brc1ccc2c(c1)CNc1c(ncnc1N1CCOCC1)O2 | -7 | -1
C/C(CC(=O)Nc1ccc(OCc2ccccc2)cc1)=N\NC(=O)C(=O)Nc1ccccc1C | 5 | ?
Cc1cccc(Cn2nnc3c2C(=O)c2ccccc2C3=O)c1 | -4 | 14
Cc1sc2nc(C3CC3)nc(SCC(=O)N3c4ccccc4CC3C)c2c1C (centres undefined) | -6 | -5
CCn1c(COc2cccc(OC)c2)nnc1SCC(=O)Nc1cccc(OC)c1 | -5 | -1
CCOC(=O)c1c(NC(=O)CSc2nnc3c(n2)[nH]c2ccccc23)sc2c1CCN(C)C2 | 19 | 17
Nc1nc2c(s1)C(=O)CCC2 | 2 | -6
Cc1nc(-c2ccccc2)sc1C(=O)CSc1ccc(Cl)cc1 | -11 | -6
Cc1c(C=O)c2ccccn2c1C(=O)c1ccccc1 | 4 | -7
Cc1ccc(-c2cc(C(=O)N3CCN(c4ccc(F)cc4)CC3)c3ccccc3n2)o1 | 8 | 22
C=C(C)Cn1c(SCC(=O)O)nnc1-c1ccc(C(C)(C)C)cc1 | -4 | -8
CC(CN1CCOCC1)OC(=O)c1ccccc1Br (centres undefined) | -8 | 13
COc1cc2cc(C(c3nnnn3C3CCCC3)N3CCCCC3)c(=O)[nH]c2cc1OC (centres undefined) | -5 | -1
COc1cccc(/C=N/n2c(N)c(S(=O)(=O)c3cccs3)c3nc4ccccc4nc32)c1 | -1 | 5
N#Cc1c(NC(=O)CCCN2C(=O)c3ccccc3C2=O)oc(-c2ccccc2)c1-c1ccccc1 | 3 | -9
CCOC(=O)c1c(CC(C)C)csc1NC(C)=O | 1 | -5
CCOc1ccccc1NC(=O)C1C2C=CC(O2)C1C(=O)O (centres undefined) | 3 | -5
CCCOc1ccc(C(=O)C(CN2CCOCC2)c2ccccc2)cc1 (centres undefined) | -11 | -1
COCCCN=CC1=C(O)CC(C)(C)CC1=O | -3 | -3
Cc1ccc(S(=O)(=O)NC(CC(N)=O)C(=O)O)cc1 (centres undefined) | 3 | -5
O=C(c1ccncc1)N1CCN(c2ccc(F)cc2)CC1 | -2 | -5
Cc1ccc(N(C(=O)Cn2nnc3ccccc32)C(C(=O)NCc2ccco2)c2ccc(C)o2)cc1 (centres undefined) | -6 | -4
O=C(CCN1C(=O)c2ccccc2C1=O)N1CCN(C2c3ccccc3-c3ccccc32)CC1 | -1 | 0
COc1ccccc1-c1coc2cc(O)cc(O)c2c1=O | 2 | 46*
O=C(Nc1ccon1)c1cc(-c2ccccc2)nc2ccccc12 | -1 | 2
Cc1ccc(S(=O)(=O)N(CC(=O)Nc2cccc([N+](=O)[O-])c2)C2CCCCC2)cc1 | 2 | -2
O=C(Cc1cccs1)OCC(=O)c1ccco1 | 6 | -9
Cc1ccc2nc(NC(=O)CCCc3nc4ccccc4s3)sc2c1 | -12 | 20
CCCCCOc1ccc(C2C(C(C)=O)=C(C)Nc3ncnn32)cc1OC (centres undefined) | 4 | -1

4 of the entries above in order of their number in esBAF inh, lowest first:
| compound | esBAF inh |
| --- | --- |
| Cc1cc(F)c(F)c(C(=O)NC2CC2)c1Cl | -6 |
| COc1ccc(NC(=O)C2CCC(=O)N2)cc1 (centres undefined) | -4 |
| CCC(=O)N1CCN(c2ccccc2NC(=O)c2ccc(OC)c(Cl)c2)CC1 | -3 |
| O=C1C2C3C=CC(C3)C2C(=O)N1c1cccc(N2C(=O)C3C4C=CC(C4)C3C2=O)n1 (centres undefined) | 3 |
